From PubChem BioAssay
RNase H inhibition: RNase H inhibition, HIV 1 Gag Pol polyprotein, FRET biochemical assay, screening (AID 372); HIV-1 RT RNase H, FRET RNA/DNA substrate fluorescence; higher % means a stronger effect; inhibition, % at 10 µM, or IC50 in µM where a hit was titrated; actives 0.77% (n = 100,000); in the data active = inhibition above about 50%
* hit, by the source's call. A portion of the library. The share of hits here may be higher or lower than overall.

How did COC(=O)c1cc(NC(=O)S(=O)(=O)c2ccc(C)cc2)cc(C(=O)OC)c1 do in these assays?
RNase H inhibition: 8.0%

Results for CCOC(=O)C1=C(C)NC2=C(C(=O)CC(c3ccc(OC)cc3)C2)C1c1ccc(OC)c(OC)c1 (stereo not drawn) ?
RNase H inhibition: 11.0%

Results for CCOC(=O)C1=C(O)/C(=C/c2ccc(OCC(N)=O)cc2)N=C1C ?
RNase H inhibition: 5.0%

Results for O=C(CCCN1C(=O)/C(=C/c2ccccc2)SC1=S)Nc1ccccc1 ?
RNase H inhibition: 3.0%

Results for O=c1c(Oc2ccccc2Br)c(C(F)(F)F)oc2cc(O)ccc12 ?
RNase H inhibition: 38.0%

Results for O=C(Nc1nc(-c2cccc3ccccc23)cs1)c1cccs1 ?
RNase H inhibition: 4.0%

What do the screens show for `O=C(N/N=C/c1cccc(Cl)c1Cl)c1ccccc1I`?
RNase H inhibition: 7.0%

How did Cc1oc(-c2ccccc2)cc1C(=O)O do in these assays?
RNase H inhibition: 11.0%

Results for COCCN1C(=O)/C(=C/c2cccc([N+](=O)[O-])c2)SC1=S ?
RNase H inhibition: 10.0%

Results for O=C(Nc1nc2ccccc2s1)c1cccnc1 ?
RNase H inhibition: 4.0%

Results for O=C(N/N=C\c1ccccc1)c1cccc2c3c([nH]c12)CCCC3 ?
RNase H inhibition: 10.0%

How did CCN(CC)c1ccc(C(=O)N2CCCCC2)cc1 do in these assays?
RNase H inhibition: 0.0%

How did CCOC(=O)c1c(NC(=O)c2ccccc2)sc(C)c1CC do in these assays?
RNase H inhibition: 13.0%

What do the screens show for `COc1ccc(CCC(=O)Nc2sc3c(c2C(N)=O)CCCCC3)cc1`?
RNase H inhibition: 8.0%

Results for Cc1c(OCC(=O)c2ccccc2)ccc2c(-c3ccccc3)cc(=O)oc12 ?
RNase H inhibition: 8.0%

What do the screens show for `N/C(=N\OC(=O)c1cc([N+](=O)[O-])cc([N+](=O)[O-])c1)c1ccccc1`?
RNase H inhibition: 0.0%

Results for COc1cc(/C=C2/C(=O)NN(c3ccc(F)c(Cl)c3)C2=O)cc(Br)c1O ?
RNase H inhibition: 21.0%

What do the screens show for `O=[N+]([O-])c1ccccc1/C=N/Nc1nc(-c2ccccc2)cs1`?
RNase H inhibition: 8.0%

How did Cc1cc(OCC(=O)O/N=C(\N)c2ccc([N+](=O)[O-])cc2)ccc1Br do in these assays?
RNase H inhibition: 16.0%

What do the screens show for `O=C1NN(c2cccc(Br)c2)C(=O)/C1=C\c1ccc(-c2ccccc2)o1`?
RNase H inhibition: 31.0%

How did CC1(C)CC(=O)c2sc(NC(=O)c3ccccc3)nc2C1 do in these assays?
RNase H inhibition: 0.0%

Results for O=C(Nc1ccc(Br)cc1C(=O)O)c1ccc2c(c1)C(=O)N(C1CCCCC1)C2=O ?
RNase H inhibition: 13.0%

What do the screens show for `Cc1ccc(C(=O)C(C)OC(=O)CN2C(=O)C3C4C=CC(C5CC45)C3C2=O)cc1` (stereo not drawn)?
RNase H inhibition: 16.0%

Results for COc1ccccc1C1C(C(=O)OCCOc2ccccc2)=C(C)NC2=C1C(=O)CCC2 (stereo not drawn) ?
RNase H inhibition: 19.0%

How did CC(=O)Nc1ccccc1NC(=O)C(c1ccccc1)c1ccccc1 do in these assays?
RNase H inhibition: 15.0%

What do the screens show for `CCN1CCN(CC(=O)N/N=C/c2cccc(Cl)c2)CC1`?
RNase H inhibition: 0.0%

How did CCOC1=C/C(=C\c2c(N)n3nc(-c4ccccc4Cl)sc3nc2=O)C=CC1=O do in these assays?
RNase H inhibition: 9.0%

Results for Fc1cccc(Cl)c1Cc1noc(/C=C/c2ccccc2)n1 ?
RNase H inhibition: 8.0%

Results for CCCOP(=O)(OCCC)C(Nc1cccc(C(F)(F)F)c1)c1ccc(C)cc1 (stereo not drawn) ?
RNase H inhibition: 20.0%

How did O=c1n(-c2ccccc2)c(=O)n2n1C1c3ccccc3C2c2ccccc21 do in these assays?
RNase H inhibition: 1.0%

Results for O=C(Nc1ccc(Cl)c(-c2nc3ncccc3o2)c1)c1ccco1 ?
RNase H inhibition: 9.0%

How did Cc1ccc(C2Nc3ccccc3NC3=C2C(=O)CC(c2ccccc2)C3)s1 (stereo not drawn) do in these assays?
RNase H inhibition: 0.0%

How did Cn1c(CC(O)(c2ccccc2)c2ccccc2)nc2ccccc21 do in these assays?
RNase H inhibition: 3.0%

How did CCCCOP(=O)(OCCCC)C(Nc1ccccc1)c1ccc(N(C)C)cc1 (stereo not drawn) do in these assays?
RNase H inhibition: 19.0%

How did COCCN1C(=O)/C(=C/c2ccc(OC)cc2)SC1=S do in these assays?
RNase H inhibition: 3.0%

What do the screens show for `COc1ccc(Cl)cc1N(CC(=O)NCc1ccc(C)cc1)S(=O)(=O)c1ccc(C)cc1`?
RNase H inhibition: 21.0%

Results for O=C(N/N=C/c1ccc(I)cc1)C(=O)NC1CCCCC1 ?
RNase H inhibition: 3.0%

How did CN1CCN(c2nc3ccccc3nc2N2CCN(C)CC2)CC1 do in these assays?
RNase H inhibition: 6.0%

What do the screens show for `Cc1cc2c3c(c1)C1C=CCC1C(c1ccc([N+](=O)[O-])cc1)N3CC1CC=CC21` (stereo not drawn)?
RNase H inhibition: 20.0%

What do the screens show for `O=C(Nc1ccc(/C=C/c2ccccc2)cc1)c1ccc(F)cc1`?
RNase H inhibition: 9.0%

What do the screens show for `Cc1ccc(C)c(OCCCCCN2CCCCC2)c1`?
RNase H inhibition: 4.0%

How did O=C(O)CN1C(=O)/C(=C\c2cccc(OCc3ccc(Cl)cc3)c2)SC1=S do in these assays?
RNase H inhibition: 21.0%

How did COc1ccc(/C=C2/C(=O)N(c3ccc(C)c(C)c3)N=C2C)cc1[N+](=O)[O-] do in these assays?
RNase H inhibition: 9.0%

How did Cc1cccc(C(=O)NC(=S)Nc2cc(-c3nc4ccccc4o3)ccc2C)c1 do in these assays?
RNase H inhibition: 13.0%

Results for CCOc1ccc(-c2nc3cc(NC(=S)NC(=O)c4ccccc4Br)ccc3o2)cc1 ?
RNase H inhibition: 20.0%

How did CC(C)CN1C(=O)c2ccc(C(=O)Nc3nccs3)cc2C1=O do in these assays?
RNase H inhibition: 1.0%

Results for CN(C)c1ccc(/C=N/NS(=O)(=O)c2ccccc2)cc1Br ?
RNase H inhibition: 4.0%

What do the screens show for `COc1cc(C=O)ccc1OCCOCCOc1c(C)cc(Cl)cc1Cl`?
RNase H inhibition: 5.0%

What do the screens show for `COc1ccc(C2(C(N)=O)CCOCC2)cc1OC`?
RNase H inhibition: 2.0%

Results for O=S(=O)(N=Nc1c(O)[nH]c2ccc(Br)cc12)c1cccc2ccccc12 ?
RNase H inhibition: 9.0%

Results for Cc1cc(NC(=O)c2ccc(Cl)cc2)ccc1Br ?
RNase H inhibition: 15.0%

Results for Cc1ccc2nc(/C(C#N)=C\c3ccc(Br)c([N+](=O)[O-])c3)[nH]c2c1 ?
RNase H inhibition: 14.0%

What do the screens show for `CCCC(=O)Nc1ccc(NC(=O)COc2ccc(Br)cc2)cc1`?
RNase H inhibition: 14.0%

How did COc1cc2c(c(OC)c1OC)c(=O)oc1cc(O)ccc12 do in these assays?
RNase H inhibition: 15.0%

How did COc1ccc(Cl)cc1N(CC(=O)N/N=C/c1ccccc1Br)S(=O)(=O)c1ccccc1 do in these assays?
RNase H inhibition: 9.0%

What do the screens show for `Cc1ccc(Sc2ccc(C(C)(C)C)cc2)c2c1C(=O)c1ccccc1C2=O`?
RNase H inhibition: 15.0%

What do the screens show for `Cc1ccc(N(CC(=O)NCCSc2ccc(Cl)cc2)S(=O)(=O)c2ccc(F)cc2)cc1`?
RNase H inhibition: 3.0%

How did COC(=O)C1=C(N)Oc2n[nH]c(C)c2C1c1ccc(Br)cc1 (stereo not drawn) do in these assays?
RNase H inhibition: 6.0%

What do the screens show for `CCCCOC(=O)c1ccc(N2CCCCC2)cc1`?
RNase H inhibition: 14.0%

What do the screens show for `COc1ccc(C2=NN(C(=O)CCC(=O)O)C(c3ccccc3OC)C2)cc1` (stereo not drawn)?
RNase H inhibition: 0.0%

What do the screens show for `CCn1ccnc1C(O)c1ccccc1OC` (stereo not drawn)?
RNase H inhibition: 4.0%

Results for Cc1ccc(C(=O)c2cccc(NC(=O)/C=C/c3ccc([N+](=O)[O-])cc3)c2)cc1C ?
RNase H inhibition: 4.0%

How did COc1ccc(C(NC(=O)Cc2ccccc2)c2c(O)ccc3ccccc23)cc1OC (stereo not drawn) do in these assays?
RNase H inhibition: 13.0%

Results for CCOc1ccccc1N/C(=N\S(=O)(=O)c1ccc(C)cc1)Nc1nc(C)cc(C)n1 ?
RNase H inhibition: 0.0%

What do the screens show for `COc1ccccc1/C=C1\SC(N2CCCCCC2)=NC1=O`?
RNase H inhibition: 2.0%

How did Cc1ccc(C(=O)NCCOc2cc(C)cc(C)c2)cc1 do in these assays?
RNase H inhibition: 8.0%

How did COc1cc(C2C(C#N)=C(N)OC3=C2C(=O)CC(C)(C)C3)cc([N+](=O)[O-])c1O (stereo not drawn) do in these assays?
RNase H inhibition: 6.0%

What do the screens show for `COc1cccc(OC)c1C(=O)Nc1cc(C)ccn1`?
RNase H inhibition: 0.0%

What do the screens show for `C#CCn1/c(=N\C(=O)Nc2ccccc2)sc2cc(C)ccc21`?
RNase H inhibition: 0.0%

Results for N=c1n(N)c2ccccc2n1CC(=O)c1ccc(Cl)cc1 ?
RNase H inhibition: 9.0%

How did CC(C)OC(=O)COc1ccc2c(-c3ccccc3)cc(=O)oc2c1 do in these assays?
RNase H inhibition: 1.0%

Results for O=C(COc1ccc(Cl)cc1)NNC(=O)c1ccc([N+](=O)[O-])cc1[N+](=O)[O-] ?
RNase H inhibition: 0.0%

Results for O=C(Cn1nnc(-c2ccccc2)n1)N/N=C/c1c(F)cccc1Cl ?
RNase H inhibition: 0.0%

How did COc1ccccc1/C=C1/C(=O)NC(=O)N(c2ccccc2F)C1=O do in these assays?
RNase H inhibition: 8.0%

What do the screens show for `Cc1cc(/C=C(\C#N)C(=O)NCC2CCCO2)c(C)n1-c1ccc(Cl)cc1` (stereo not drawn)?
RNase H inhibition: 8.0%

Results for O=C(NCCCO)C(=O)NCc1ccccc1Cl ?
RNase H inhibition: 0.0%

What do the screens show for `O=C(COc1nc2ccccc2s1)N1c2ccccc2CCc2ccccc21`?
RNase H inhibition: 4.0%

Results for C=CCc1cccc2cc(C(=O)Nc3ccc(OCC)cc3)c(=O)oc12 ?
RNase H inhibition: 22.0%

What do the screens show for `N#CC1=C(SCC(=O)Nc2ccccc2)NC(=O)CC1c1ccco1` (stereo not drawn)?
RNase H inhibition: 7.0%

Results for COc1ccccc1/C=N/NC(=O)CSc1ccccn1 ?
RNase H inhibition: 7.0%

How did COc1ccc(-c2cc(C(F)(F)F)n3nc(C(=O)N4CCCc5ccccc54)cc3n2)cc1 do in these assays?
RNase H inhibition: 4.0%

How did Nc1nnc(SCC(=O)Nc2ccc([N+](=O)[O-])cc2)s1 do in these assays?
RNase H inhibition: 18.0%

How did Cc1cc(/C=N/N2C(=O)c3ccccc3C2=O)c(C)n1-c1ccc(F)cc1 do in these assays?
RNase H inhibition: 2.0%

What do the screens show for `Cc1cc(OCCOc2ccc(Cl)cc2/C=C2\SC(=S)N(C)C2=O)ccc1Cl`?
RNase H inhibition: 19.0%

How did Cc1ccc(N=Cc2cccc(O)c2O)cc1 do in these assays?
RNase H inhibition: 28.0%

What do the screens show for `O=S(=O)(Nc1cccc(Br)c1)c1ccc2ccccc2c1`?
RNase H inhibition: 50.0%*

How did CC1=C(C(=O)Nc2cccc(Cl)c2C)C(c2cccs2)NC(=O)N1 (stereo not drawn) do in these assays?
RNase H inhibition: 0.0%

What do the screens show for `COC(=O)c1ccc(/C=C2/N=C(c3ccc(OC)cc3)N(c3ccc(F)cc3)C2=O)cc1`?
RNase H inhibition: 35.0%

What do the screens show for `O=C1NC(=O)/C(=C\c2ccc(Cl)cc2Cl)S1`?
RNase H inhibition: 16.0%

What do the screens show for `CC1=CC(C)(C)N(C)C(=S)N1c1ccccc1`?
RNase H inhibition: 0.0%

How did CCOc1cc(/C=C2\SC(=Nc3ccc(C)c(Cl)c3)NC2=O)ccc1O do in these assays?
RNase H inhibition: 43.0%

How did COC(=O)c1ccc(/C=N/NC(=O)c2cc(C)oc2C)cc1 do in these assays?
RNase H inhibition: 8.0%

What do the screens show for `O=[N+]([O-])c1ccc(/C=C/c2cn(-c3ccccc3)nc2-c2ccc(F)cc2)o1`?
RNase H inhibition: 17.0%

What do the screens show for `Cc1cc(C)nc(NN2C(=O)/C(=C/c3ccc(O)cc3)SC2=S)n1`?
RNase H inhibition: 20.0%

What do the screens show for `Cc1ccc(S(=O)(=O)CCc2nnc(NC(=O)c3ccc([N+](=O)[O-])cc3)s2)cc1`?
RNase H inhibition: 0.0%

How did CCOc1ccc(C(=O)Nc2cc(-c3nc4cc(Cl)ccc4o3)ccc2C)cc1[N+](=O)[O-] do in these assays?
RNase H inhibition: 43.0%

Copied from above for reference:
What do the screens show for `O=S(=O)(Nc1cccc(Br)c1)c1ccc2ccccc2c1`?
RNase H inhibition: 50.0%*

How did CC1=C(C(=O)Nc2cccc(Cl)c2C)C(c2cccs2)NC(=O)N1 (stereo not drawn) do in these assays?
RNase H inhibition: 0.0%

What do the screens show for `COC(=O)c1ccc(/C=C2/N=C(c3ccc(OC)cc3)N(c3ccc(F)cc3)C2=O)cc1`?
RNase H inhibition: 35.0%

What do the screens show for `O=C1NC(=O)/C(=C\c2ccc(Cl)cc2Cl)S1`?
RNase H inhibition: 16.0%

What do the screens show for `CC1=CC(C)(C)N(C)C(=S)N1c1ccccc1`?
RNase H inhibition: 0.0%

How did CCOc1cc(/C=C2\SC(=Nc3ccc(C)c(Cl)c3)NC2=O)ccc1O do in these assays?
RNase H inhibition: 43.0%

How did COC(=O)c1ccc(/C=N/NC(=O)c2cc(C)oc2C)cc1 do in these assays?
RNase H inhibition: 8.0%

What do the screens show for `O=[N+]([O-])c1ccc(/C=C/c2cn(-c3ccccc3)nc2-c2ccc(F)cc2)o1`?
RNase H inhibition: 17.0%

What do the screens show for `Cc1cc(C)nc(NN2C(=O)/C(=C/c3ccc(O)cc3)SC2=S)n1`?
RNase H inhibition: 20.0%

What do the screens show for `Cc1ccc(S(=O)(=O)CCc2nnc(NC(=O)c3ccc([N+](=O)[O-])cc3)s2)cc1`?
RNase H inhibition: 0.0%

How did CCOc1ccc(C(=O)Nc2cc(-c3nc4cc(Cl)ccc4o3)ccc2C)cc1[N+](=O)[O-] do in these assays?
RNase H inhibition: 43.0%
